Pemphigus Ab inh – inhibitors of pemphigus antibody binding to human desmoglein-3 | DSG3-coupled beads, scFv-anti-DSG3-GFP binding, flow cytometry; stronger effect = lower value | binding (percent of control), % at 10 µM | actives 0.48% (n = 310,000) | AID 588358;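 active = binding more than 3 SD below its plate's average and above zero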;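 note: hits lower antibody fragment binding to DSG3; some compounds called inactive have numbers as strong as hits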
Cardiac RTF inh – cardiac RTF calcium desensitization | IANBD-labeled cardiac RTF, Ca2+ fluorescence | AID 493244 | P19429+P45379 | inhibition, % at 7.15 µM | actives 0.12% (n = 340,000);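 active = inhibition above the mean inhibition of all tested compounds plus 3 SD, cut at about 17% in these data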;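 note: assay run at fixed EC70 calcium of 1.6 mM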
cardiac RTF act – increases calcium sensitivity of human cardiac regulated thin filaments. P19429+P45379. IANBD-labeled TnC RTF fluorescence at EC20 calcium; 0% EC20 calcium, 100% full calcium. activation, % at 7.2 µM. actives 0.24% (n = 340,000);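 active = activation above the mean over all tested compounds plus 3 SD, cut at about 30% in these data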;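 note: rise in fluorescence read as greater calcium sensitivity of cardiac thin filaments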
OPRM1-OPRD1 inv – inverse agonist of human OPRM1-OPRD1 heterodimerization | P35372+P41143 | cell-based MOR-DOR heterodimer luminescence, inverse agonism | inhibition, % at 9.3 µM | actives 0.21% (n = 340,000) | AID 504357; in the data active = inhibition above about 22%, passing the limit was not always enough;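 note: 0% = cells with DMSO and 100% = wells without cells with DMSO; values of inactives mirror those of a sister screen read the other way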
Target sequence (P35372 whole entry, looked up): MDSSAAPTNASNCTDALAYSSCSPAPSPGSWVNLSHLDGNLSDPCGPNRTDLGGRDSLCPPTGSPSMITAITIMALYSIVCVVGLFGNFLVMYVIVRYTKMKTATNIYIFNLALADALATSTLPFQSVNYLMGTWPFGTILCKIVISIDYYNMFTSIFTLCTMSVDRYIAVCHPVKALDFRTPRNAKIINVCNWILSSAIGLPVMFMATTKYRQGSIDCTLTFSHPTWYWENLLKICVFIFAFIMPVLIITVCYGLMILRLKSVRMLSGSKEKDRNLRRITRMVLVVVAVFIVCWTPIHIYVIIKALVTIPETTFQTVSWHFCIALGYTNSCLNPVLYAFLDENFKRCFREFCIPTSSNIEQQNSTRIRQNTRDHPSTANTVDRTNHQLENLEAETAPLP
Target sequence (P41143 whole entry, looked up): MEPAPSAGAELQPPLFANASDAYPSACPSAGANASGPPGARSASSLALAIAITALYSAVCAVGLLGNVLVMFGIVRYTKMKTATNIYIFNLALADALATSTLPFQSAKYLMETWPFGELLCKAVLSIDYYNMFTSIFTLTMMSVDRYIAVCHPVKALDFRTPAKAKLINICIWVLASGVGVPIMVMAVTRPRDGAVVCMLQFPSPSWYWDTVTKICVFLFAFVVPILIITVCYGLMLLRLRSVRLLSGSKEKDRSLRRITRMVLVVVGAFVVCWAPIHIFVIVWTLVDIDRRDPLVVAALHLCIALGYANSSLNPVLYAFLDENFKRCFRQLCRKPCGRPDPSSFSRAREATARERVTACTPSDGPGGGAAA
MOR-DOR ag – OPRM1-OPRD1 heterodimerization agonism; AID 504326; P35372+P41143; activation, % at 9.3 µM; cells, luminescence; actives 0.3% (n = 340,000); in the data active = activation above about 18%;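 note: 0% = vehicle-treated cells and 100% = reference agonist; values of inactives mirror those of a sister screen read the other way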
LANA DNA inh – inhibitors of KSHV LANA C-terminal domain DNA binding. MBP-C-LANA/FAM-LBS DNA binding, fluorescence polarization. inhibition, % at 9 µM. actives 0.078% (n = 340,000). AID 504423;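 active = highest replicate inhibition at or above 60% at 9 µM, even if other replicates fall short; inactive = all replicates below 60% inhibition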;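 note: 0% = neutral control wells and 100% = 4 µM acridine orange control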
V-ATPase pHluor – alters yeast V-ATPase proton transport; S. cerevisiae, pHLuorin cytosolic pH fluorescence; response, % at 10 µM; actives 0.37% (n = 350,000); in the data active = response mostly above about 7.3%, no sharp cut-off; inactive = mostly below about 5.4%; note: actives read high; inactives centre near 0; some compounds called inactive have numbers as strong as hits; reference of the scale not given here
Keap1-Nrf2 PPI – Keap1-Nrf2 (human) interaction inhibition | Q14145 | Keap1 Kelch-Nrf2 peptide fluorescence polarization, 1536-well | inhibition, % at 9.4 µM | actives 0.15% (n = 340,000); in the data active = inhibition above about 12%;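 note: human Keap1 Kelch domain with fluorescein labeled Nrf2 9mer peptide probe; 0% = neutral control wells and 100% = peptide positive control; higher means more block of Keap1 binding to Nrf2 peptide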
Wnt bcat act – activates Wnt/beta-catenin signaling in a reporter cell assay; actives 1.2% (n = 300,000); activator, plate reader; activation, % at 9.35 µM; in the data active = activation above about 30%, passing the limit was not always enough;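 note: 0% = neutral control wells and 100% = positive control wells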
Arrestin-AP2 inh – human beta-arrestin and AP2 interaction inhibition; FITC-arrestin peptide / GST-AP2 beads, flow cytometry; AP2 beta2 appendage carries R879A mutation; inhibition, % at 10 µM; actives 0.31% (n = 340,000);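 active = inhibition above a set limit, near 3 SD of compounds lacking own fluorescence, cut at about 54% in these data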;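 note: plate controls were DMSO wells for no effect and 5 µM unlabelled arrestin peptide for full effect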
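System: GST-AP2 R879A glutathione beads. Medium: PBS with 0.05% Tween 20 and 0.1% BSA. Also added: FITC-arrestin peptide, 50 nM. Incubation: 12 min plus 1 h, RT. Measured by: high-throughput flow cytometry of beads, ex 488, em 535 nm. Evaluation: percent drop in bead-associated FITC signal.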
Numbers without * were called inactive.

For CCC(C(=O)N1CCOCC1)n1c2ccccc2c2nc(=O)cc(C)n21 (centres undefined) the results were Pemphigus Ab inh 92, Cardiac RTF inh -5, cardiac RTF act -4, OPRM1-OPRD1 inv 2, MOR-DOR ag -0.5, LANA DNA inh -1.2, V-ATPase pHluor 2, Keap1-Nrf2 PPI 0, Wnt bcat act -3 and Arrestin-AP2 inh 26.
For CCOc1ccccc1NC(=O)CSc1nnc(CNC(=O)c2cccs2)o1 the results were Pemphigus Ab inh 103, Cardiac RTF inh -4, cardiac RTF act -8, OPRM1-OPRD1 inv 8, MOR-DOR ag -1.5, LANA DNA inh -0.2, V-ATPase pHluor 0, Keap1-Nrf2 PPI -4, Wnt bcat act -1 and Arrestin-AP2 inh 14.
`Cc1nc2sc3c(c2c(=O)[nH]1)CCC3` gave Pemphigus Ab inh 107, Cardiac RTF inh 3, cardiac RTF act -1, OPRM1-OPRD1 inv 15, MOR-DOR ag -2.8, LANA DNA inh 0.2, V-ATPase pHluor 2, Keap1-Nrf2 PPI 2, Wnt bcat act -1 and Arrestin-AP2 inh -12.
Cc1cc(C)c2[nH]c(=O)c(=O)[nH]c2c1 was read as Pemphigus Ab inh 116, Cardiac RTF inh -1, cardiac RTF act 5, OPRM1-OPRD1 inv 8, MOR-DOR ag -1.7, LANA DNA inh 0.0, V-ATPase pHluor -1, Keap1-Nrf2 PPI 0 and Arrestin-AP2 inh 13.
`O=C(Cn1cc(C(=O)C(F)(F)F)c2cc(Br)ccc21)N1CCOCC1` gave Pemphigus Ab inh 89, Cardiac RTF inh -3, cardiac RTF act -7, OPRM1-OPRD1 inv -15, MOR-DOR ag 2.1, LANA DNA inh -1.0, V-ATPase pHluor -1, Keap1-Nrf2 PPI -5, Wnt bcat act -4 and Arrestin-AP2 inh 7.
c1cc2c(cc1C1=Nn3c(nnc3C3CCCCC3)SC1)OCO2 was read as Pemphigus Ab inh 103, Cardiac RTF inh 1, cardiac RTF act 1, OPRM1-OPRD1 inv 7, MOR-DOR ag -1.5, LANA DNA inh 2.0, V-ATPase pHluor -2, Keap1-Nrf2 PPI 0 and Arrestin-AP2 inh -3.
For O=C(O)c1ccccc1SCc1ccc2c(c1)OCO2 the results were Pemphigus Ab inh 101, Cardiac RTF inh -2, cardiac RTF act -2, OPRM1-OPRD1 inv 6, MOR-DOR ag -1.2, LANA DNA inh 0.9, V-ATPase pHluor -3, Keap1-Nrf2 PPI -2 and Arrestin-AP2 inh -3.
For CC(=O)NNc1cc(=O)c2c(=O)n(C)c(=O)n(C)c2[nH]1 the results were Pemphigus Ab inh 123, Cardiac RTF inh -20, cardiac RTF act 0, OPRM1-OPRD1 inv 14, MOR-DOR ag -2.5, LANA DNA inh -0.7, V-ATPase pHluor -1, Keap1-Nrf2 PPI -6 and Arrestin-AP2 inh 0.
Screening Cc1ccc(NC(=O)c2cccs2)cc1 returned Pemphigus Ab inh 99, Cardiac RTF inh -7, cardiac RTF act 0, OPRM1-OPRD1 inv 2, MOR-DOR ag -0.3, LANA DNA inh -0.3, V-ATPase pHluor 4, Keap1-Nrf2 PPI -4, Wnt bcat act -1 and Arrestin-AP2 inh 8.
`Cc1ccc(S(=O)(=O)N2CCN(C(=O)COC(=O)CCOc3cc(C)ccc3C)CC2)cc1` gave Pemphigus Ab inh 100, Cardiac RTF inh -9, cardiac RTF act -13, OPRM1-OPRD1 inv -10, MOR-DOR ag 1.5, LANA DNA inh 3.7, V-ATPase pHluor 10*, Keap1-Nrf2 PPI -3, Wnt bcat act -4 and Arrestin-AP2 inh -9.
`COc1ccc(OC)c(-c2cc(C(=O)Nc3cc(C)n(Cc4ccc(Cl)cc4)n3)no2)c1` gave Pemphigus Ab inh 107, Cardiac RTF inh 0, cardiac RTF act -8, OPRM1-OPRD1 inv 5, MOR-DOR ag -0.9, LANA DNA inh -2.3, V-ATPase pHluor -2, Keap1-Nrf2 PPI -3, Wnt bcat act -7 and Arrestin-AP2 inh -7.
Screening CC1(C(=O)O)Cc2ccccc2C(=O)O1 (centres undefined) returned Pemphigus Ab inh 100, Cardiac RTF inh -3, cardiac RTF act 3, OPRM1-OPRD1 inv 4, MOR-DOR ag -0.8, LANA DNA inh -0.3, V-ATPase pHluor -3, Keap1-Nrf2 PPI -5, Wnt bcat act 3 and Arrestin-AP2 inh 5.
Screening CCn1c(=N)n(CC(=O)C23CC4CC(CC(C4)C2)C3)c2ccccc21 returned Pemphigus Ab inh 113, Cardiac RTF inh 3, cardiac RTF act 4, OPRM1-OPRD1 inv -8, MOR-DOR ag 1.4, LANA DNA inh 0.9, V-ATPase pHluor 2, Keap1-Nrf2 PPI -5 and Arrestin-AP2 inh -2.
Screening CC(C)c1cc(C(=O)N2CCCC(N3CCN(c4ccc(F)cc4)CC3)C2)no1 (centres undefined) returned Pemphigus Ab inh 107, Cardiac RTF inh -1, cardiac RTF act 0, OPRM1-OPRD1 inv 19, MOR-DOR ag -3.7, LANA DNA inh 2.0, V-ATPase pHluor 1, Keap1-Nrf2 PPI -7, Wnt bcat act 1 and Arrestin-AP2 inh -5.
Screening CSCCC(NS(=O)(=O)c1ccccc1F)C(=O)N1CCCCCCC1 (centres undefined) returned Pemphigus Ab inh 110, Cardiac RTF inh -2, cardiac RTF act 1, OPRM1-OPRD1 inv 13, MOR-DOR ag -2.3, LANA DNA inh 2.0, V-ATPase pHluor -3, Keap1-Nrf2 PPI -3, Wnt bcat act -1 and Arrestin-AP2 inh -5.
For O=C(COC(=O)COc1ccc(Br)cc1)Nc1ccc2c(c1)OCCO2 the results were Cardiac RTF inh 0, cardiac RTF act 2, OPRM1-OPRD1 inv 8, MOR-DOR ag -1.9, LANA DNA inh -0.1, V-ATPase pHluor 2, Keap1-Nrf2 PPI -2, Wnt bcat act -3 and Arrestin-AP2 inh -12.
Screening CCC(C)(NC=O)C(=O)Nc1c(C)cccc1C (centres undefined) returned Pemphigus Ab inh 115, Cardiac RTF inh 0, cardiac RTF act 3, OPRM1-OPRD1 inv -2, MOR-DOR ag 0.3, LANA DNA inh -4.5, V-ATPase pHluor -4, Keap1-Nrf2 PPI -8, Wnt bcat act -2 and Arrestin-AP2 inh 0.
`CC[N+](CC)(CC)CC(=O)Nc1c(C)cccc1C` gave Pemphigus Ab inh 96, Cardiac RTF inh -2, cardiac RTF act 2, OPRM1-OPRD1 inv 12, MOR-DOR ag -2.2, LANA DNA inh 0.0, V-ATPase pHluor -4, Keap1-Nrf2 PPI -5, Wnt bcat act -2 and Arrestin-AP2 inh -10.
Screening CN(C(=O)COC(=O)c1cccc(F)c1)c1ccccc1 returned Pemphigus Ab inh 95, Cardiac RTF inh -20, cardiac RTF act -1, OPRM1-OPRD1 inv 3, MOR-DOR ag -0.5, LANA DNA inh 1.3, V-ATPase pHluor 1, Keap1-Nrf2 PPI -2, Wnt bcat act -1 and Arrestin-AP2 inh -3.
For COc1ccc(CCn2nnc(-c3ccc(NC(C)=O)c(Cl)c3)n2)cc1 the results were Pemphigus Ab inh 99, Cardiac RTF inh 8, cardiac RTF act 5, OPRM1-OPRD1 inv 11, MOR-DOR ag -2.1, LANA DNA inh -1.3, V-ATPase pHluor 0, Keap1-Nrf2 PPI 0 and Arrestin-AP2 inh 20.
`CC(=O)c1c(N2CCN(C(=O)c3ccco3)CC2)nc(=S)n(-c2ccccc2)c1C` gave Pemphigus Ab inh 96, Cardiac RTF inh -6, cardiac RTF act -4, OPRM1-OPRD1 inv 14, MOR-DOR ag -2.6, LANA DNA inh 6.3, V-ATPase pHluor 0, Keap1-Nrf2 PPI -13, Wnt bcat act 0 and Arrestin-AP2 inh 15.
O=C(NCCCCc1ccccc1)NC[C@@H]1CC[C@@H](Cc2ccc(-c3ccccc3)cc2)O1 was read as Pemphigus Ab inh 103, Cardiac RTF inh -5, cardiac RTF act -3, OPRM1-OPRD1 inv 10, MOR-DOR ag -2.0, LANA DNA inh -2.3, V-ATPase pHluor 1, Keap1-Nrf2 PPI 1, Wnt bcat act -1 and Arrestin-AP2 inh -19.
Screening Cc1ccc(/C=N/NC(=O)C(c2ccncc2)N2CCOCC2)cc1 (centres undefined) returned Pemphigus Ab inh 109, Cardiac RTF inh -4, cardiac RTF act -5, OPRM1-OPRD1 inv 16, MOR-DOR ag -3.1, LANA DNA inh -0.8, V-ATPase pHluor 1, Keap1-Nrf2 PPI 3, Wnt bcat act -1 and Arrestin-AP2 inh -3.
Screening Cc1cc(N2C(=O)C(O)=C(C(=O)c3ccco3)C2c2ccc(O)cc2)no1 (centres undefined) returned Pemphigus Ab inh 108, Cardiac RTF inh 7, cardiac RTF act 3, OPRM1-OPRD1 inv 17, MOR-DOR ag -2.9, LANA DNA inh -0.3, V-ATPase pHluor 3, Keap1-Nrf2 PPI -1 and Arrestin-AP2 inh 8.
Screening CC1(C)CC(=O)C(C(=O)C2CCN(S(=O)(=O)c3ccccc3)CC2)C(=O)C1 returned Pemphigus Ab inh 101, Cardiac RTF inh -2, cardiac RTF act -1, OPRM1-OPRD1 inv 5, MOR-DOR ag -1.0, LANA DNA inh 1.4, V-ATPase pHluor 2, Keap1-Nrf2 PPI -3, Wnt bcat act 0 and Arrestin-AP2 inh 20.
Cc1ccc2c(C(=O)CN3CCSCC3)c(C)[nH]c2c1 was read as Pemphigus Ab inh 108, Cardiac RTF inh -9, cardiac RTF act -1, OPRM1-OPRD1 inv 4, MOR-DOR ag -0.9, LANA DNA inh -0.5, V-ATPase pHluor -2, Keap1-Nrf2 PPI 0 and Arrestin-AP2 inh 1.
For Cc1cccc(NC(=O)CNC(=O)Cc2ccc(S(=O)(=O)N3CCOCC3)s2)c1C the results were Pemphigus Ab inh 95, Cardiac RTF inh -1, cardiac RTF act 0, OPRM1-OPRD1 inv 3, MOR-DOR ag -0.9, LANA DNA inh -0.3, V-ATPase pHluor -1, Keap1-Nrf2 PPI 2, Wnt bcat act -3 and Arrestin-AP2 inh 27.
`O=C(CSc1nnc(-c2ccccc2)n1Cc1ccccc1)NNC(=O)c1ccccc1O` gave Pemphigus Ab inh 105, Cardiac RTF inh -12, cardiac RTF act 12, OPRM1-OPRD1 inv -3, MOR-DOR ag 0.5, LANA DNA inh 0.9, V-ATPase pHluor 5, Keap1-Nrf2 PPI -2, Wnt bcat act -12 and Arrestin-AP2 inh 18.
For O=C(/C=C/c1ccc([N+](=O)[O-])cc1)N1CCN(c2ccccc2F)CC1 the results were Pemphigus Ab inh 99, Cardiac RTF inh -4, cardiac RTF act 8, OPRM1-OPRD1 inv 13, MOR-DOR ag -2.4, LANA DNA inh -0.2, V-ATPase pHluor 4, Keap1-Nrf2 PPI 1, Wnt bcat act 10 and Arrestin-AP2 inh -6.
Screening O=C(Nc1cccc(C(=O)N2CCN(c3ccc(F)cc3)CC2)c1)c1ccccc1 returned Pemphigus Ab inh 100, Cardiac RTF inh -11, cardiac RTF act -9, OPRM1-OPRD1 inv -4, MOR-DOR ag 0.8, LANA DNA inh 2.5, V-ATPase pHluor 2, Keap1-Nrf2 PPI -5 and Arrestin-AP2 inh 10.
Screening O=C(NCc1ccco1)c1nc2ncccn2n1 returned Pemphigus Ab inh 112, Cardiac RTF inh -10, cardiac RTF act 6, OPRM1-OPRD1 inv 2, MOR-DOR ag -0.4, LANA DNA inh 0.7, V-ATPase pHluor 4, Keap1-Nrf2 PPI -5 and Arrestin-AP2 inh -2.

Assay outcomes (PubChem)
